Source: PubChem BioAssay
JMJD2A Tudor: inhibitors of human JMJD2A Tudor domain | Potency, µM (highest dose often 114 µM), without a hit: top-dose activity change, negative = inhibition, most hits filed as inhibitors | hit rate 4.4% among 390,000 | AID 504339 | AlphaScreen JMJD2A-Tudor / H3K4me3 peptide binding | O75164; note: potency is the fitted concentration of half-maximal effect; % is set by controls: 0 for no effect and ±100 for the full control effect; nearly all actives have a fitted effect of over 50% in size
RGS4 inhibitor: inhibitors of human regulator of G protein signaling 4; Transcreener GDP fluorescence polarization, RGS4-accelerated GTP hydrolysis; hit rate 0.039% among 390,000; Potency, µM (highest dose often 114 µM), without a hit: at the top dose activity change, negative = inhibition, hits mostly inhibitors; P49798; note: potency is the fitted concentration of half-maximal effect; % is set by controls: 0 for no effect and ±100 for the full control effect; nearly all actives have a fitted effect of over 75% in size; some results filed as inactive show a strong effect at the top dose
Target sequence (P49798 whole entry, looked up): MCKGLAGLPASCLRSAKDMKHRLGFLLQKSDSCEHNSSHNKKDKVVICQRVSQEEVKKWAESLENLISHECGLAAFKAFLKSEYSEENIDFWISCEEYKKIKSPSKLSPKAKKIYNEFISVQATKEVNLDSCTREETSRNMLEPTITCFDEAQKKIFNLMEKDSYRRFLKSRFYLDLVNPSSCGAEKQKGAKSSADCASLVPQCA
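MLSMR compounds (23 nl, pin-transferred) preincubated 10 min at room temperature with a 500nM (2x) first reagent, then RGS4 at 900nM (2x) plus Transcreener GDP mix added; fluorescence polarization (620/688 nm) read before and after 90 min at 30 °C.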
PI4K2A inh: blocks human PI4K2A kinase activity; Q9BTU6; purified PI4K2A, ADP-Glo luminescence, 1 h; stronger effect = lower value; activity change, negative = inhibition, % at 76.9 µM; hit rate 0.13% among 420,000; AID 1346378; in the data active = activity change below about -50%; inconclusive = mostly about -30% to -49%;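 note: -100% = wells without enzyme as full effect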
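PI4K2A activity was measured by ADP-Glo luminescence: enzyme (4 ug/mL stock) and phosphatidylinositol (1.2 mM stock) in Tris pH 7.5/MgCl2/EGTA/Triton X-100 buffer were reacted with ATP (300 microM stock) for one hour at ambient temperature.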
G9a block: blocks human histone lysine methyltransferase G9a; Q96KQ7; Potency, µM (doses to about 102 µM), without a hit: at the top dose activity, negative = inhibition, actives largely listed as inhibitors; G9a H3K9 monomethylation, AlphaScreen, 2 h; hit rate 8.8% among 350,000; note: potency is the fitted concentration of half-maximal effect; % is set by controls: 0 for no effect and ±100 for the full control effect; nearly all actives have a fitted effect of over 75% in size
Target sequence (Q96KQ7 913-1193 limits assumed): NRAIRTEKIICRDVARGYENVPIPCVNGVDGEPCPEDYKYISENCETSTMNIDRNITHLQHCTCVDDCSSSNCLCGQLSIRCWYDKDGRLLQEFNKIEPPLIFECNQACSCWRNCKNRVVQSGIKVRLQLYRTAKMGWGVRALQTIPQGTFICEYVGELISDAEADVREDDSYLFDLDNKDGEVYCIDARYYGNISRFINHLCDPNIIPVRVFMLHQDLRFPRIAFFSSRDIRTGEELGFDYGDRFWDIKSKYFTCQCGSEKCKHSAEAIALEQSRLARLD
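AlphaScreen read-out: biotin-H3K9 peptide (500 nM) methylation by 20 nM enzyme with 20 uM SAM, 2 h at room temperature after 15 min compound preincubation; anti-monomethyl H3K9 antibody plus donor/acceptor beads, 10 min dark.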
GLS inh: blocks human kidney-isoform glutaminase activity. AID 624170. Potency, µM (titrated, usually from 45.5 µM), without a hit: top-dose activity change, negative = inhibition, actives largely listed as inhibitors. O94925. hit rate 0.21% among 410,000. GLS enzymatic activity, qHTS titration; note: potency is the fitted concentration of half-maximal effect; % is set by controls: 0 for no effect and ±100 for the full control effect
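Human kidney-isoform GLS in 45 mM KH2PO4 pH 8.2, 0.02% Tween-20, with compound, started with 1mM L-Glutamine (added stock). Glutamate oxidase/HRP/Amplex red coupled fluorescence read at start and after 30 min at RT.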
BAZ2B block: inhibitors of human BAZ2B bromodomain; Potency, µM (titrated, usually from 114 µM), without a hit: at the top dose activity change, negative = inhibition, usual class: inhibitors; Q9UIF8; AlphaScreen BAZ2B-H3K14Ac peptide displacement; AID 504333; hit rate 4.4% among 360,000; note: potency is the fitted concentration of half-maximal effect; % is set by controls: 0 for no effect and ±100 for the full control effect; nearly all actives have a fitted effect of over 60% in size
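AlphaScreen luminescence quantifies BAZ2B engagement of H3K14Ac peptide; the protein and biotinylated peptide are both at 50 nM final, buffer PBS pH 7.4 with 0.01% Tween-20, all steps at room temperature.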
ALOX12 inh: blocks human arachidonate 12S-lipoxygenase | P18054 | purified 12hLO, xylenol orange hydroperoxide absorbance | Potency, µM (series often up to 108 µM), for inactives: at the highest dose activity change, negative = inhibition, hits mostly inhibitors | hit rate 1.1% among 580,000; note: potency is the fitted concentration of half-maximal effect; % is set by controls: 0 for no effect and ±100 for the full control effect
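Hydroperoxide product was detected by ferrous iron/xylenol orange as the 573 to 405 nm absorbance ratio. Arachidonic acid at 40 uM (final) was turned over for 30 min at room temperature by 150 nM human 12hLO, pH 7.0 Hepes buffer, after 15 min compound preincubation.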
HP1b binding inh: inhibitors of HP1-beta chromodomain binding to methylated histone tails; AID 540317; Potency, µM (top dose mostly 114 µM), for the others: at the top dose activity change, negative = inhibition, usual class: inhibitors; hit rate 0.56% among 390,000; AlphaScreen HP1-beta / biotin-H3K9me3 peptide binding; P83916; note: potency is the fitted concentration of half-maximal effect; nearly all actives have a fitted effect of over 70% in size; inactives centre near 23
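Compound inhibition of the preformed complex between 50 nM HP1-beta and 50 nM biotinylated H3K9me3 peptide was read by AlphaScreen. Buffer was PBS pH 7.4 with 0.01% Tween-20. Incubations ran 30 min at room temperature, with 10 ug/mL donor/acceptor beads.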
ERG-DNA inh: inhibitors of human ERG Ets domain-DNA interaction; P11308; fluorescence polarization, His-ERG Ets domain / labelled DNA; Potency, µM (titrated, usually from 76.9 µM), for inactives: at the highest dose FP activity, negative = inhibition, hits mostly inhibitors; hit rate 0.028% among 370,000; active = well fitted inhibition curve with a large enough effect in the polarisation, with a control signal flat; inconclusive = small, poorly fitted or top-dose-only effect, or effect the other way, or a change in a side signal; inactive = no such curve, though single readings can be large or run the other way; the % refers to the polarisation;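 note: polarization taken with two DNA probes labelled with fluorescein and Texas red; potency is the fitted concentration of half-maximal effect; % of control where 0% means no effect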
Target sequence (P11308 whole entry, looked up, the tested form may be a part): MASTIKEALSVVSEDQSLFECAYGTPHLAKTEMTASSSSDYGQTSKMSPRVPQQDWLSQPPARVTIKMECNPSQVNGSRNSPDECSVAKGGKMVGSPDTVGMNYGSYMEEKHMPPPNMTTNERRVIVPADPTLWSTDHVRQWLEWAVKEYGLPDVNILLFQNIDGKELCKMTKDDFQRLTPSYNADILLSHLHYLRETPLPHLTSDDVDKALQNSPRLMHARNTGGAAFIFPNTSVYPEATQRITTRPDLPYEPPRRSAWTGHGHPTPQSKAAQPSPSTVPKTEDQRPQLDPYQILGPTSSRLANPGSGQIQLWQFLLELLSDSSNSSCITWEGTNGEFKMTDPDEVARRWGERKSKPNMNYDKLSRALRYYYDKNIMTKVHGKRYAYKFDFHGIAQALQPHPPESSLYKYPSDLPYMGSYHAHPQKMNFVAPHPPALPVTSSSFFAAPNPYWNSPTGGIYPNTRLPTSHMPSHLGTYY
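His-tagged ERG Ets domain (1 uM in the protein solution; 300mM KCl, 50mM Tris-HCl, 1mM EDTA, 1mM DTT, pH 7.5) received compound, then a probe mix of 5 nM fluorescein-DNA and 100nM Texas-615-DNA. Fluorescence polarization was read for both dyes.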
Numbers without * were called inactive; i = inactive; ? = inconclusive; . = no result given; & = joins results of further samples; [ ] = dose if it differs, or a comment. Unless noted, calls come from the whole dose curve; as a rule, active = well fitted curve in the direction sought with a large enough effect; inconclusive = small, poorly fitted or top-dose-only effect, or another doubt; inactive = no such curve, though single readings can be large; an effect the other way counts as inactive or inconclusive. The list is partial, so the mix of outcomes need not match the whole.

The opening two entries (preview)
SMILES	JMJD2A Tudor	RGS4 inhibitor	PI4K2A inh	G9a block	GLS inh	BAZ2B block	ALOX12 inh	HP1b binding inh	ERG-DNA inh
O=C(Cn1c(=O)nc(-c2ccccc2F)c2cc(Cl)ccc21)N1CCN(c2ccccc2F)CC1	-26%	20%	6	-1%[59 µM]	-12%	-22%	-15%	-8%	1%
Cc1ccc(C)c(NC(=O)Cn2nc(C(F)(F)F)cc2C2CC2)c1	-4%	10%	1	20%	1%	9%	5%	20%	3%

The whole of this part (from the top)
SMILES	JMJD2A Tudor	RGS4 inhibitor	PI4K2A inh	G9a block	GLS inh	BAZ2B block	ALOX12 inh	HP1b binding inh	ERG-DNA inh
O=C(Cn1c(=O)nc(-c2ccccc2F)c2cc(Cl)ccc21)N1CCN(c2ccccc2F)CC1	-26%	20%	6	-1%[59 µM]	-12%	-22%	-15%	-8%	1%
Cc1ccc(C)c(NC(=O)Cn2nc(C(F)(F)F)cc2C2CC2)c1	-4%	10%	1	20%	1%	9%	5%	20%	3%
CCOc1ccc(CCNC(=O)c2cn(C)c3ccc(S(=O)(=O)N4CCCCCC4)cc3c2=O)cc1OCC	-17%	-3%	-9	-6%[59 µM]	-3%	.	-24%	15%	-4%
COc1ccc(NC(=O)CON=CC(=O)Nc2ccc(C)cc2)c(OC)c1	-13%	5%	-4	.	-2%	.	3%	43%[activator]	-9%
Cc1ccc(-n2c(C)nc3c(cnn3-c3ccc(C)c(C)c3)c2=O)cc1C	-23%	18%	5	-18%	4%	-5%	?	28%	9%
O=C(CN(C(=O)Cn1nnc(-c2ccccc2F)n1)c1cnc2ccccc2c1)NCC1CCCO1 (stereo unspecified)	-10%	-11%	2	-7%	-3%	?	-9%	38%[activator]	-5%
Cc1ccc(CNC(=O)Cn2nnc3ccccc3c2=O)cc1	-7%	-8%	1	9%	-5%	.	-5%	?	-12%
COc1cccc(CNC(=O)CCS(=O)(=O)c2ccc3c(c2)NC(=O)CS3)c1	-20%	-42%[56.9 µM]	0	62%[activator]	0%	-18%	-4%	4%	-10%
COc1ccccc1CNC(=O)c1cccc(NC(=O)c2ccccc2)c1	-23%	-18%	3	-33%	-1%	-23%	-11%	19%	20%
Fc1ccc(NC(=S)N/N=C/c2ccc(F)c(F)c2)cc1	-4%	-5%	4	53%[activator]	3%	.	-23%	37%	1%
CCn1c(=S)sc2c(=O)n(CC(=O)Nc3cccc(Cl)c3)c(C)nc21	-13%	-10%[56.9 µM]	-3	-4%	0%	-14%	-20%	69%[activator]	7%
C=CCN(C(=O)c1csnn1)C(C(=O)NCc1ccccc1)c1ccccc1F (stereo unspecified)	2%	5%	-4	-2%	-9%	2%	11%	22%	-5%
CCOC(=O)C1=C(CN2CCN(C(=O)c3ccco3)CC2)NC(=O)NC1c1ccc(OC(C)C)cc1 (stereo unspecified)	-8%	-6%	2	31%[activator]	-19%	?	7%	21%	1%
CCN(CC(=O)NCc1cccs1)c1ccc(S(=O)(=O)N2CCOCC2)cn1	-1%	-9%	-1	14%[59 µM]	-20%	9%	-1%	76%[activator]	6%
COc1ccc(C2/C(=C(\O)c3ccc4c(c3)OCCO4)C(=O)C(=O)N2Cc2cccnc2)cc1OC (stereo unspecified)	-23%	8%	5	?	5%	-30%	?	9%	-3%
O=C(CSc1nncs1)NC(=O)NCc1ccco1	-18%	15%	0	-32%	0%	.	-9%	19%	-10%
O=C(O)CCc1ccc(-c2ccccc2)n1CC1CCCO1 (stereo unspecified)	-22%	-18%	-7	-42%	9%	-1%	-8%	30%	0%
O=C(O)C1(Cc2nc3ccccc3[nH]2)CCCC1	-3%	14%	-1	-15%	-11%	-4%	0%	31%	20%
CSc1nnc(CCNS(=O)(=O)c2ccc(Br)cc2)n1C	10%	-50%	-3	-17%	2%	2%	14%	42%[activator]	-4%
c1ccc(CNCc2ccco2)cc1	-10%	24%	-1	-6%	16%	-16%	-17%&-16%	23%	2%
COc1ccc(-n2cc(-c3ccccc3)c3c(NCc4cccc(Cl)c4)ncnc32)cc1	-27%	-21%	-4	-24%[59 µM]	-1%	-22%	-21%	21%	-3%
COc1ccc(C(=O)NC(=S)NNC(=O)[C@H]2C[C@@H]2c2ccccc2)cc1OC	-25%	-17%	1	45µM*	11%	0%	?	-3%	18%
COc1ccc(/C=C(\NC(=O)c2ccc([N+](=O)[O-])cc2)C(=O)N2CCOCC2)cc1	-3%	-16%	12	-12%	2%	-27%	-19%	11%	8%
COc1ccc(CC(=O)OC(C)C(=O)Nc2c(C)n(C)n(-c3ccccc3)c2=O)cc1OC (stereo unspecified)	3%	8%	-1	.	1%	.	0%	44%[activator]	-6%
O=C(COc1ccc2ccc(=O)oc2c1)OCc1ccccc1	6%	17%	1	-35%	1%	2%	-3%	57%[activator]	-5%
CCCCc1nc2sc3c(=O)n(N)cnc3c2c2c1CCCC2	-13%	7%	3	7%[59 µM]	-2%	7%	-4%	25%	-2%
CCCCCC(=O)Nc1ccc(Cl)cn1	9%	-4%	-4	?	6%	20%	0%[57.4 µM]	29%	1%
Cc1ccc(NC(=O)CCCC(=O)O)c(Br)c1	-1%	10%	-7	-19%[12.7 µM]	0%	10%	0%	42%[activator]	0%
CCn1ncc(/C=N/NS(=O)(=O)c2ccc(Cl)cc2)c1C	-9%	-36%	-4	10%[12.7 µM]	14%	-2%	0%	20%	-10%
COCCSc1nnc(-c2cccc(C#N)c2)n1C	1%	15%	-4	7%[12.7 µM]	-1%	-9%	13%	26%	-7%
O=C(CCC(=O)N1CCOCC1)NCCc1ccccc1	-7%	-36%	2	-31%[59 µM]	-1%	-5%	i	26%	-10%[15.4 µM]
COC(=O)c1ccc(NC(=O)CSc2nc(N)c(NC(=O)c3ccc(Br)o3)c(=O)[nH]2)cc1	-8%	-6%	2	8%[12.7 µM]	0%	-26%	-20%	14%	0%
O=C(COc1ncnc2scc(-c3ccc(Cl)cc3)c12)NCc1ccco1	-9%	-5%	0	-7%	0%	-29%	0%	16%	-4%
Cc1cccc(NC(=O)NNC(=O)c2ccc3ccccc3c2)c1	-29%	-16%	-3	33%	9%	-15%	0%	15%	0%
CC(SC1CCCC1)C(=O)Nc1ccnn1C(C)C (stereo unspecified)	-8%	-14%	-2	0%[59 µM]	8%	2%	?	22%	3%
CC1(C)CC(=O)C2=C(C1)c1c(ccc3ccccc13)NC2c1ccco1 (stereo unspecified)	?	-4%	0	50µM*	2%	?	?	5%	-1%
CCCCCOc1ccc(NC(=O)CSc2cccc3cccnc23)cc1	-16%	8%	-2	?	0%	11%	-13%	16%	6%
COc1ccc(CNC(=O)c2ccc3nc(CCc4ccccc4)oc3c2)cc1OC	-13%	-21%	3	7%[59 µM]	-10%	-19%	-27%	25%[57 µM]	-5%
Cc1oc(-c2cccc(Cl)c2)nc1CN1CCC(C(=O)NCC2CCCO2)CC1 (stereo unspecified)	21%	-17%	-2	-7%	.	1%	-1%	33%	7%
Cc1ccc(NC2=C(Cl)C(=O)OC2OC(=O)c2ccc(C)cc2)cc1 (stereo unspecified)	-29%	9%	2	4%[59 µM]	1%	-25%	7.9µM*	1%	12%
Cc1cc(NC(=O)CS(=O)(=O)c2c[nH]c3ccccc23)no1	2%	-25%	-2	6%	-6%	-6%	i	23%	-12%
CCC(=O)Nc1nnc(S(=O)(=O)N(C)Cc2ccc(Cl)cc2)s1	-10%	14%	3	-8%[59 µM]	-4%	-13%	-23%	5%	1%
CC(C)(C)c1ccc(OCC(=O)NN2Cc3ccccc3C2=N)cc1	-2%	-11%	-5	50µM*	-15%	-14%	-5%	52%[activator]	-1%
CCOn1c(=O)c(-c2cccc([N+](=O)[O-])c2)[n+]([O-])c2ccccc21	-1%	-8%	-2	24%	14%	11%	0%	34%	-18%
O=c1[nH]c(S)nc2sc3c(c12)CCCC3	25µM*	-34%	-8	1µM*	?	?	.	0%	-4%
CSc1nnc(NC(=O)c2ccc(S(=O)(=O)N3CCOCC3)cc2)s1	5%	-18%	-5	10µM*	3%	-4%	-12%	56%[activator]	1%
Cc1ccc2c(C)c(C(=O)N3CCN(c4cnccn4)CC3)oc2c1C	-30%	-18%	2	-14%	-1%	?	0%	-17%	-1%
COc1cccc(-c2nnc(SCC(=O)N3CC(C)CC(C)C3)o2)c1 (stereo unspecified)	4%	-7%	3	14%	1%	11%	459%[activator]	28%	-2%
O=C(OCC(=O)N1CCC(c2ccccc2)=N1)c1ccc([N+](=O)[O-])s1	?	0%	-5	4%[0.501 µM]	8%	?	-12%	?	6%
Cc1nc(SC(C)C(=O)c2c(N)n(C)c(=O)n(C)c2=O)c2c(C)c(C)sc2n1 (stereo unspecified)	?	-31%	1	7.1µM*	-9%	-10%	?	12%	8%
CC(=O)Nc1ccc(S(=O)(=O)N2CCN(C(=O)c3ncoc3-c3ccccc3F)CC2)cc1	10%	6%	0	-10%	-7%	6%	?	19%	-4%
Cc1cc(=O)oc2c(C)c(OCC(=O)N(C)C)ccc12	17%	-3%	19	20%[59 µM]	-8%	9%	10%	58%[activator]	-15%
O=C(CNC(=O)c1ccccc1)OCC(=O)N1c2ccccc2Sc2ccccc21	-25%	3%	11	-10%[59 µM]	-8%	-1%	-17%	29%	.
